Compound activity deposited in PubChem by Emory University Molecular Libraries Screening Center.
14-3-3 PPI – alters human 14-3-3 gamma binding to Raf peptide. AID 422. hit rate 0.19% among 160,000. FP, 14-3-3gamma / TMR-pS259-Raf peptide binding. P61981. inhibition, % at 40 µM; in the data active means inhibition above about 30%;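 further: 0% = protein plus tracer without compound and 100% = blank with tracer alone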
Target sequence (P61981 whole entry, looked up): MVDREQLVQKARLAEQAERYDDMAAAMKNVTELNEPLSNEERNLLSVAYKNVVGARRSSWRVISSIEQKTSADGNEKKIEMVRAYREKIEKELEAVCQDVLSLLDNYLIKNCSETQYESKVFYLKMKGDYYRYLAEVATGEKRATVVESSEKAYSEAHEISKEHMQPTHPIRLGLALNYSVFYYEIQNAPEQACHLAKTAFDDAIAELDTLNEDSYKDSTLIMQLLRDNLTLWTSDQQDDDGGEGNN
Active calls of the source: *; & = joins results of further samples. This is a subset; count on the stated rates, not on these rows.

14-3-3 PPI	structure
-3	C=CCSc1nnc2c(n1)OC(c1cccs1)N(C(C)=O)c1ccccc1-2 (centres undefined)
-2	COc1ccc(CN2CC(=O)N(c3ccc(Cl)cc3)C2=S)cc1OC
0	CCC(C)(C)NC(=O)C(c1ccco1)N(C(=O)Cn1nnc2ccccc21)c1ccc2c(c1)OCO2 (centres undefined)
-148	COc1ccc(-n2c(=O)c3c(C)c(C)sc3n(Cc3cccc(C)c3)c2=O)c(OC)c1
-5	COc1ccc(NC(=O)NCCN2CCc3ccccc3C2)cc1
-1	Cc1c(C(=O)Nc2ccc(Oc3ccccc3)cc2)oc2ccc(S(=O)(=O)N3CCCCC3)cc12
-9	Cc1ccc(CSc2nnnn2C)cc1
1	COc1ccc(OC)c(NC(=O)C2CC(C)=C(C)CC2C(=O)O)c1 (centres undefined)
-8	COc1ccc(CC2(C)OC(c3ccccc3)=NN2C(C)=O)cc1 (centres undefined)
-8&2	Nc1nnc(SCc2ccccc2Cl)s1
-1	CCCCOC(=O)C(C)c1c(C)[nH]c(=S)[nH]c1=O (centres undefined)
-5	Cn1cc(C(=O)NCCCN2CCOCC2)c(=O)c2cc(S(=O)(=O)N3CCOCC3)ccc21
1	CCC(CC)C(=O)Nc1cc(=O)n(C)c(=O)n1C
0	Cc1sc2c(c1C)c(=O)n(-c1ccccc1)c(=O)n2Cc1ccccc1C#N
-16	COc1cccc(OC)c1C(=O)Nc1ncc([N+](=O)[O-])s1

14-3-3 PPI	structure
12	CC1CCc2cc(F)ccc2N1C(=O)c1ccc2c(c1)OCO2 (centres undefined)
-18	Cc1nc(NS(=O)(=O)c2cccs2)c2c3c(sc2n1)CCC3
-7	Cc1ccc(NC(=O)Cc2nc(CSc3nnc(-c4ccc5c(c4)OCO5)o3)cs2)cc1
-11	CCc1ccccc1-n1cnc2cc(C(=O)NCc3ccccc3Cl)ccc21
-2	COC(=O)Nc1ccc(NC(C)=O)cc1
-10	CC(C)Cc1ccc(S(=O)(=O)N2CCCC(C)C2)cc1 (centres undefined)
0	Cc1ccc2nc(-c3ccsc3)c(Nc3ccccc3)n2c1
4	CCOC(=O)N1CCN(C(=O)C2CCN(S(=O)(=O)c3cc(Cl)ccc3Cl)CC2)CC1
0	COc1cc2c(cc1OC)C(C(=O)O)C(c1sccc1C)N(C)C2=O (centres undefined)
3&-6	CN(C)CC(=O)N1c2ccccc2CCc2ccc(NC(=O)c3ccc(N)cc3)cc21
2	CCCCOc1ccccc1P(=O)(O)CP(=O)(c1ccccc1)c1ccccc1
2	CCCn1c(NC)nc2c1c(=O)n(C)c(=O)n2C
-8	COc1ccc(CN2CCN(c3ncnc4scc(-c5ccc(F)cc5)c34)CC2)cc1F
4	O=C(NCCN1CCOCC1)c1cc(-c2cccc(Br)c2)nc2ccccc12
-3	Cc1nn(C)c(C)c1CN(C)C(=O)c1cnn2c1NC(c1ccccc1)CC2C(F)(F)F (centres undefined)

14-3-3 PPI	structure
-5	Cc1cc(-c2ccccc2)nc2cc(C(N)=O)nn12
0	CNC(=O)N(C1=NCCCCC1)c1ccccc1
-10	COc1cc(Cl)c(C)cc1NC(=O)COC(=O)c1cnc(C)cn1
-2	Cc1ccc(NC2=NC3(CCCCC3)N=C(N)N2)cc1C
0	CCC(C(=O)N1c2ccccc2C(Nc2ccccc2)CC1C)c1ccccc1 (centres undefined)
8	O=C(C[n+]1cc(Br)cc(Br)c1)c1ccccc1
-322	CC(=Cc1sc2oc3ccccc3c2[n+]1CCO)C=C1Sc2oc3ccccc3c2N1CCO
3	CCOc1ccc(-n2ccnc2SCC(=O)Nc2ccc(Cl)cc2)cc1
-20	CCCCCCNC(=O)c1c(N)n(/N=C/c2ccco2)c2nc3ccccc3nc12
1	O=C(Oc1cccc2cccnc12)c1ccc(N2C(=O)C3C4CCC(C4)C3C2=O)cc1 (centres undefined)
-2	O=C(c1cccn2c(=O)c3cc(Br)ccc3nc12)N1CCN(c2cccc(Cl)c2)CC1
0	Cc1nnc2sc(-c3ccco3)nn12
4	COc1cccc(OC)c1C(=O)Nc1ccc(N2CCN(S(C)(=O)=O)CC2)cc1
-5	O=C(NCc1ccco1)c1ccc(COCC(F)(F)C(F)F)cc1
-2	On1c(-c2ccco2)nc2c1CCc1nonc1-2

An excerpt from further up, for reference:
14-3-3 PPI	structure
0	Cc1nnc2sc(-c3ccco3)nn12
4	COc1cccc(OC)c1C(=O)Nc1ccc(N2CCN(S(C)(=O)=O)CC2)cc1
-5	O=C(NCc1ccco1)c1ccc(COCC(F)(F)C(F)F)cc1
-2	On1c(-c2ccco2)nc2c1CCc1nonc1-2

The results go on:
14-3-3 PPI	structure
-6	COc1ccc(-n2nc(C(=O)Nc3ccc4c(c3)OCO4)c3ccccc3c2=O)cc1
0	COc1ccc(Br)cc1CN1C(=O)c2ccccc2C1C(=O)NC1CCCCCCC1 (centres undefined)
6	COCCCNC(=O)c1cc(Nc2ccc(C(C)C)cc2)nc2ccccc12
5	Cc1ccccc1OCc1nc(C#N)c(N2CCCC2)o1
-8	CCCNC(=O)Nc1cc(C)on1
-5	COc1cccc(NC(=O)N2CCN(Cc3nc4ccccc4c(=O)[nH]3)CC2)c1
10	COC(=O)c1ccc(N=C2SC(C(=O)Nc3ccccc3F)CC(=O)N2C)cc1 (centres undefined)
-3	N#Cc1cccc(NC(=O)c2nc(-c3ccccc3)n(-c3ccccc3)n2)c1
-4	CCOC(=O)Cc1c(-c2ccccc2)c2cc(Cl)ccc2[nH]c1=O
-8	Cc1cccn2c(=O)c3cc(C(=O)N4CCc5ccccc5C4)sc3nc12
-9	COc1cc2[nH]c(=O)n(CCC(=O)N3CCC(Cc4ccccc4)CC3)c(=O)c2cc1OC
2	O=c1[nH]c(C2CCCN(S(=O)(=O)c3ccc(F)cc3)C2)nc2c1nnn2Cc1ccccc1 (centres undefined)
-2	NS(=O)(=O)c1ccc(CCNC2CC(=O)N(Cc3ccccc3)C2=O)cc1 (centres undefined)
-10	CN(Cc1ccccc1)C(=O)c1ccc(CSCc2ccc(Cl)cc2)o1
-8	COc1cccc(C2C3=C(CC(C)(C)CC3=O)Nc3ccccc3N2C(=O)C(F)(F)F)c1 (centres undefined)

Compounds shown so far that contain a COOH group:
14-3-3 PPI	structure
1	COc1ccc(OC)c(NC(=O)C2CC(C)=C(C)CC2C(=O)O)c1 (centres undefined)
0	COc1cc2c(cc1OC)C(C(=O)O)C(c1sccc1C)N(C)C2=O (centres undefined)

Further records follow.
14-3-3 PPI	structure
-3	Cc1cccc2nc(-c3cccc(NC(=O)c4cc5ccccc5oc4=O)c3)cn12
-5	COC(=O)CSc1nnc(CSc2nc(C)cc(C)n2)o1
-9	Cc1ccc2[nH]c3c(c2c1)CCCC3NCCO (centres undefined)
-8	CCOC(=O)Cn1c(C)c(CC(Cl)(Cl)Cl)c2c1CC(C)(C)CC2=O
-6	N#Cc1ccc(CSc2nnnn2-c2ccccc2)cc1
0	O=C1Nc2ccccc2C(O)(C(=O)NC2CCCCC2)N1c1ccccc1 (centres undefined)
-3	O=C(Nc1cccc(C(F)(F)F)c1)c1ccc(N2CC3CC(C2)c2cccc(=O)n2C3)c(NC(=O)c2ccc(F)cc2)c1 (centres undefined)
0	COC(=O)C1=CN(CCC23CC4CC(CC(C4)C2)C3)C=C(C(=O)OC)C1c1ccc(Cl)cc1
-14	Cc1n[nH]c(C)c1S(=O)(=O)N1CCC(C(=O)NCc2cccs2)CC1
-11	O=C(OCC(O)C(O)COC(=O)c1ccccc1)c1ccccc1 (centres undefined)
-7	Cc1ccc(C(C(=O)NC2CCCCC2)N(C(=O)c2csnn2)C2CCCC2)o1 (centres undefined)
1	Cc1nn(C(C)(C)C)c(OC(=O)C(C)Oc2ccccc2)c1Sc1ccccc1[N+](=O)[O-] (centres undefined)
-6	CC(=O)Nc1ccc(N2C(=O)c3ccc(Oc4cccc(NC(C)=O)c4)cc3C2=O)cc1
-2	CC1CCCCN1CCNC(=O)COc1ccc2c(c1)C(=O)CC(C)(C)O2 (centres undefined)
-7	CC(=O)N1CC2(NC(=O)c3ccccc3N2)c2ccccc21 (centres undefined)

14-3-3 PPI	structure
-39	COc1cc(C=Nc2sc3c(c2C#N)CCC3)ccc1OCC(=O)O
0	Cc1cc(C)nc(NS(=O)(=O)c2ccc(NC(=O)CN3C(=O)c4ccccc4C3=O)cc2)n1
0	CCOc1cccc(OCCCNCCCOC)c1
-4	CCN(CC)C(=O)CSc1nnc(CCN)o1
-14	O=C1C2C3C=CC(C3)C2C(=O)N1c1ccncc1 (centres undefined)
-10	O=C(NCc1ccco1)C(C(=O)c1ccc(F)cc1)n1ccccc1=O (centres undefined)
-52	COc1ccc(-n2nc3cc(C)c(NC(=O)COc4ccc(Cl)c(C)c4)cc3n2)cc1
-10	Cc1ccc(C(=O)CN2C3=NCCCN3c3ccccc32)cc1
5	C=CCc1cc(C2CCCCC2)ccc1OCCCN1CCOCC1
-5	COc1ccc(-n2nc(C(=O)NCC(=O)N3CCCCC3)c3ccccc3c2=O)cc1
1	CCC(=O)Nc1cc2c(C)cc(=O)oc2cc1C
-14	COc1cc(C(=O)NCCC(=O)NCCN2CCOCC2)cc(OC)c1OC
-6	O=C1CC(N2CCN(c3ccc(S(=O)(=O)N4CCCC4)cc3)CC2)C(=O)N1c1ccc(F)cc1 (centres undefined)
-2	COc1ccc(C(=O)Nc2nc3ccc4nc(SC)sc4c3s2)cc1
-3	O=C1C2C3C=CC(O3)C2C(=O)N1c1cccc([N+](=O)[O-])c1 (centres undefined)

As entered above.
C=CCc1cc(C2CCCCC2)ccc1OCCCN1CCOCC1 @ 14-3-3 PPI = 5
O=C(NCc1ccco1)C(C(=O)c1ccc(F)cc1)n1ccccc1=O (centres undefined) @ 14-3-3 PPI = -10

New compounds follow:
14-3-3 PPI	structure
0	COc1ccc(-c2c3c(=O)n(C)c(=O)n(C)c3cn2-c2cccc3ccccc23)cc1
-11	O=[N+]([O-])c1cc(OCC(F)(F)C(F)F)cc(Oc2ccc3c(c2)oc2ccccc23)c1
-8	CC(=O)Nc1cccc(NC(=O)C2CCCN2C(=O)Nc2cccc(F)c2)c1 (centres undefined)
1	CCOc1ccc(NC(=O)c2c(Nc3ccccc3C)sc(C(=O)c3cccc([N+](=O)[O-])c3)c2N)cc1
-13	O=S(=O)(Nc1ccccn1)c1ccc(N=Cc2ccco2)cc1
-51	COc1ccc(OC)c(NC(=O)COc2ccc(Cl)cc2)c1
-3	C=CCN1C(=O)C(O)(c2c[nH]c3ccccc23)c2ccccc21 (centres undefined)
-11	COc1cccc2sc(=NC(=O)c3ccc(S(=O)(=O)N4CCCc5ccccc54)cc3)n(C)c12
-7	CCOc1ccccc1C1CC(=O)NC2=C1C(=O)CC(C)(C)C2 (centres undefined)
-4	O=c1[nH]c(=O)n(C2CCCO2)cc1Br (centres undefined)
-1	O=CN1CCC(=O)Nc2ccc(Br)cc21
-12	CCN(CC)CCOC(=O)c1cccc(OC)c1
-8	CCc1nnc(NS(=O)(=O)c2ccc(NC(=O)CN3C(=O)c4ccccc4C3=O)cc2)s1
-8	CCOC(=O)C1=C(c2ccccc2)Nc2nnnn2C1c1ccc(Br)cc1 (centres undefined)
-231	CCc1ccc2oc(-c3ccc(NC(=O)COc4cccc(C)c4C)cc3)nc2c1

14-3-3 PPI	structure
-3	Clc1c(CSc2nc3ccccc3o2)nc2ccccn12
-3	Cc1ccc(S(=O)(=O)/N=C(\CN2CCCCC2)N2CCOCC2)cc1
-1	O=C(Nc1ccc(F)cc1)c1ccc2nsnc2c1
4	CCC(C)n1c(SCC(=O)Nc2cc(C)[nH]n2)nc2ccsc2c1=O (centres undefined)
-7	O=c1c2ccccc2oc2ncccc12
-15	COc1ccccc1/C=c1\sc2nc(-c3ccncc3)nn2c1=O
-1	Cc1cccc(N2CCN(C(=O)CCC(=O)Nc3ccc4nc(N5CCCCC5)cc(C)c4c3)CC2C)c1 (centres undefined)
6	O=[N+]([O-])c1ccc(N2CCCC2)cc1NCCOc1ccc(F)cc1
-20	O=C(Nc1cccc2c1C(=O)c1ccccc1C2=O)c1ccccc1I
-8	Cc1cccc(N2CCN(C(=O)Cc3c(C(=O)O)[nH]c4ccccc34)CC2)c1C
-4	Cn1nc(-c2ccc(Cl)cc2)c2cc(C(=O)NCCCN3CCOCC3)sc21
-22	Cc1ccc2cc(CN(CC(C)C)C(=O)C3CCCO3)c(=O)[nH]c2c1 (centres undefined)
-6	CN(C)S(=O)(=O)c1ccc(C(=O)OCC(=O)c2ccc(OC(F)F)cc2OC(F)F)cc1
-4	Cc1ccc(S(=O)(=O)Nc2ccc(S(=O)(=O)Nc3nccs3)cc2)cc1
73*	Nc1cc2c3c(cccc3n1)C(=O)c1ccccc1-2

A draw from above in order of formula weight, ascending:
14-3-3 PPI	structure
-13	O=S(=O)(Nc1ccccn1)c1ccc(N=Cc2ccco2)cc1
5	C=CCc1cc(C2CCCCC2)ccc1OCCCN1CCOCC1
8	O=C(C[n+]1cc(Br)cc(Br)c1)c1ccccc1
-3	Cc1ccc(S(=O)(=O)/N=C(\CN2CCCCC2)N2CCOCC2)cc1
-2	COc1ccc(C(=O)Nc2nc3ccc4nc(SC)sc4c3s2)cc1
1	CCOc1ccc(NC(=O)c2c(Nc3ccccc3C)sc(C(=O)c3cccc([N+](=O)[O-])c3)c2N)cc1

The results go on:
14-3-3 PPI	structure
-5&-5	Cc1nn(CC(=O)Nc2ccccc2)c(=O)c2ccccc12
-53	O=C(NC(C=Cc1ccccc1)c1cc([N+](=O)[O-])c2cccnc2c1O)C1CCCCC1 (centres undefined)
-2	[O-][N+]12CC[N+]([O-])(CC1)c1ccccc12
0	CC(C)CCNC(=O)C(=O)Nc1cccc(Cl)c1
0	CNC(=O)NC(=O)CSc1ccc(NC(C)=O)cc1
-4	CCC(C)NC(=O)CCN1C(=O)COc2ccccc21 (centres undefined)
-76	Cc1cc(C)c2cc3c(ccn3C3OC[C@H](O)[C@H](O)[C@H]3O)cc2n1 (some centres undefined)
-4	Nc1ccc(O)cc1C(=O)OCC(=O)C12CC3CC(CC(C3)C1)C2
-7	CCN1CCCC1CNC(=O)c1ccccc1Cl (centres undefined)
-3	c1nnc(NC2=NCCCCC2)s1
-5	O=C(O)CCc1nn2c3ccccc3n(Cc3ccccc3)c2nc1=O
